Tau fluor cs – Counterscreen qHTS for Inhibitors of Tau Fibril Formation, Fluorescence Polarization; Potency, µM (highest dose often 57.7 µM), without a hit: at the top dose activity change, negative = decrease; 280,000 compounds, 0.93% hits; tau K18 P301L Alexa594 fluorescence, heparin fibrillization; further: nearly all actives have a fitted effect of over 55% in size
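Human K18 P301L tau (15 uM unlabeled plus 0.24 uM Alexa 594-labeled, final) in 100 mM sodium acetate pH 7 was mixed with compound and 20 uM heparin and incubated 6 hr at 37 C.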
ALDH1A1 inh – qHTS Assay for Inhibitors of Aldehyde Dehydrogenase 1 (ALDH1A1); Aldehyde dehydrogenase 1A1 (Homo sapiens), P00352; Potency, µM (top dose mostly 75.3 µM), for inactives: top-dose activity, negative = inhibition, most hits filed as inhibitors; 220,000 compounds, 7.3% hits; Purified ALDH1A1, NADH fluorescence, propionaldehyde substrate; AID 1030, 2008; active means well fitted inhibition curve with a large enough effect, not every such curve was filed as active; inconclusive means small, poorly fitted or top-dose-only effect, or another doubt; inactive means no such curve, though single readings can be large or run the other way;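 further: plate controls were no enzyme wells and a reference inhibitor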
Target sequence (P00352 whole entry, looked up): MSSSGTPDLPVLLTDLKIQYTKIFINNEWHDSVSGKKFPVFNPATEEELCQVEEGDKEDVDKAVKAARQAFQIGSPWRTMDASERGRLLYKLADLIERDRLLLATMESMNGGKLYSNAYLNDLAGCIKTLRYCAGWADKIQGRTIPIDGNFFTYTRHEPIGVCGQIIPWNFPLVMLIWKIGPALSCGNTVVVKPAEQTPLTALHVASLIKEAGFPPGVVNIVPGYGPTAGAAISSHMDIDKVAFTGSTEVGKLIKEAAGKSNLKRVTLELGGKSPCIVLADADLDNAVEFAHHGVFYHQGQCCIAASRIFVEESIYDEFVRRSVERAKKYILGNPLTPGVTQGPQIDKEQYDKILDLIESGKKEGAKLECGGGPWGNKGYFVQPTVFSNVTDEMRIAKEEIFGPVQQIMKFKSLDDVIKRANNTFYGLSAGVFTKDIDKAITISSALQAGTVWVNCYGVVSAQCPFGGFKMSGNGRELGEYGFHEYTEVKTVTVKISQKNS
Tau fibril FP – qHTS for Inhibitors of Tau Fibril Formation, Fluorescence Polarization | Microtubule-associated protein tau (Homo sapiens), P10636 | K18 P301L tau heparin fibrillization, Alexa594 FP, 6 h | Potency, µM (doses to about 57.7 µM), inactives show at the top dose activity, negative = inhibition, actives largely listed as inhibitors | 280,000 compounds, 0.39% hits; further: nearly all actives have a fitted effect of over 55% in size
Target sequence (P10636 561-689 P618L limits assumed): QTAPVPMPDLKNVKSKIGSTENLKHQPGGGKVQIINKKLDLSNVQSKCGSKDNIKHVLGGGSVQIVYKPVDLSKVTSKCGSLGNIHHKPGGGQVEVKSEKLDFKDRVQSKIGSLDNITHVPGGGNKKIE
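FP of Alexa 594-tau after heparin (20 uM) induction. Substrate: human K18 P301L, 15 uM unlabeled, 0.24 uM labeled. Buffer 100 mM sodium acetate pH 7. 6 hr, 37 C.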
GLA spleen mod – qHTS Assay for Inhibitors and Activators of Human alpha-Galactosidase From Spleen Homogenate; Potency, µM (series often up to 80 µM), for the others: at the top dose activity change, negative = inhibition, most hits filed as inhibitors; AID 2107, 2009; human spleen homogenate, 4MU-alpha-Gal fluorescence, 40 min; 240,000 compounds, 0.008% hits; Alpha-galactosidase A (Homo sapiens), P06280;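 further: 0% = enzyme with vehicle and -100% = no enzyme basal signal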
Target sequence (P06280 32-429 limits assumed): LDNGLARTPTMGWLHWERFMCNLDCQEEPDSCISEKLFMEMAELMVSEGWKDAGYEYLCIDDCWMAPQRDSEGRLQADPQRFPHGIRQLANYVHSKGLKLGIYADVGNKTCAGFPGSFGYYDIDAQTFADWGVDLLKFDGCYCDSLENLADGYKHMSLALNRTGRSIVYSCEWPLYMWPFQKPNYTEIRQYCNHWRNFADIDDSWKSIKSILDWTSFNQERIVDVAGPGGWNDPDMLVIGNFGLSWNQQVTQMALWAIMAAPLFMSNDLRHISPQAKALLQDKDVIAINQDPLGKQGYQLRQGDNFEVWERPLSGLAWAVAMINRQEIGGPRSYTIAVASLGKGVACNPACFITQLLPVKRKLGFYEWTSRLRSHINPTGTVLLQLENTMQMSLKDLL
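Inhibition or activation of alpha-galactosidase in human spleen homogenate is scored by 4-MU fluorescence after 40 min at 37C, pH 5.0, with 1 mM substrate. AC50s come from concentration-response fitted to the Hill equation.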
Tau ThT inhib – qHTS for Inhibitors of Tau Fibril Formation, Thioflavin T Binding; 270,000 compounds, 2.1% hits; Potency, µM (top dose mostly 57.4 µM), for inactives: at the highest dose activity, negative = inhibition, actives largely listed as inhibitors; Microtubule-associated protein tau (Homo sapiens), P10636; recombinant tau K18 P301L, heparin-induced fibrillization, ThT fluorescence; further: nearly all actives have a fitted effect of over 55% in size
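ThT emission at 510 nm, taken 1 hr after adding 30 uM dye, quantifies aggregates formed when 20 uM heparin acts on human tau K18 P301L for 6 hr at 37 C.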
TRb-SRC2 inh – qHTS for Inhibitors of the Interaction of Thyroid Hormone Receptor and Steroid Receptor Coregulator 2; Thyroid hormone receptor beta (Homo sapiens), P10828; TRbeta-SRC2 peptide binding, fluorescence polarization; receptor liganded with 1 µM T3; Potency, µM (titrated, usually from 106 µM), without a hit: at the highest dose activity change, negative = inhibition, actives largely listed as inhibitors; 280,000 compounds, 0.065% hits; AID 1469, 2008;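 further: plate controls were bound peptide for no effect and peptide without receptor for full effect; nearly all actives have a fitted effect of over 50% in size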
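Human TRb ligand-binding domain (0.6 uM) is mixed with 20 nM Texas Red SRC2 peptide and 1 uM T3; after compound addition and 5 hr at ambient temperature, polarization is measured and normalized to unbound and bound controls.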
TR SRC2 fluor cs – Total Fluorescence Counterscreen for Inhibitors of the Interaction of Thyroid Hormone Receptor and Steroid Receptor Coregulator 2 | Potency, µM (highest dose often 106 µM), for the others: at the top dose fluorescence change, negative = quenching | AID 1479, 2009 | 280,000 compounds, 0.29% hits | TRb/SRC2 Texas Red total fluorescence interference; active means well fitted curve in either direction with a large enough effect; inconclusive means small, poorly fitted or top-dose-only effect
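Flags fluorescent or light-absorbing compounds by total fluorescence, S + 2P, at 555 nm excitation and 632 nm emission. Mixture: 20 nM Texas Red SRC2 peptide, 0.6 uM human TRb LBD, 1 uM T3, 5% DMSO; compound exposure 5 h at ambient temperature.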
L3MBTL1 block – qHTS Assay for the Inhibitors of L3MBTL1; AlphaScreen L3MBTL1–H3K9me1 peptide binding; Potency, µM (top dose mostly 57.1 µM), without a hit: at the top dose activity, negative = inhibition, actives largely listed as inhibitors; 230,000 compounds, 0.66% hits; further: nearly all actives have a fitted effect of over 60% in size
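L3MBTL1 (50 nM) pre-complexed 30 min with biotinylated H3(1-15)K9me1 peptide (75 nM), then compounds added for 30 min at room temperature; AlphaScreen streptavidin donor/nickel chelate acceptor beads (10 ug/mL final) read after 30 min dark incubation.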
* = called active by the depositor; ? = inconclusive; nt = not tested or not shown; [ ] = another dose, or the depositor's remark. Unless noted, the call rests on the fitted dose curve; in most records, active means well fitted curve in the direction sought with a large enough effect; inconclusive means small, poorly fitted or top-dose-only effect, or another doubt; inactive means no such curve, though single readings can be large; an effect the other way counts as inactive or inconclusive. Unless noted, on the % scale 0 is the no-effect control and ±100 the full control effect; potency means the concentration at half of the fitted maximal effect.

nr	SMILES	Tau fluor cs	ALDH1A1 inh	Tau fibril FP	GLA spleen mod
1	O=S(=O)(Nc1ccc2c3c(cccc13)CC2)c1ccc(F)cc1	?	13µM*	-2%	-3%
2	CC1(C)CC(=O)C2=C(C1)N(Cc1ccc(F)cc1)C(=O)C2(NC(=O)c1cccnc1)C(F)(F)F (stereo not given)	-4%	-1%	5%	-2%
3	c1coc(CNc2nc3ccccc3n2CCN2CCOCC2)c1	4%	1%	-1%	-5%
4	NC1=NC2(CCCCC2)N=C(Nc2ccc(Br)cc2)N1	-17%	3%	-10%	2%
5	COc1cccc(C2C(C(=O)c3cccs3)=C(O)C(=O)N2CCN(C)C)c1OC (stereo not given)	0%	?	0%	-12%
6	Cc1cc(=O)[nH]c2nnc(SCC(=O)Nc3cc(C(F)(F)F)ccc3Cl)n12	-3%	nt	-4%	nt
7	CCC(C)N=CC1=C(O)CC(c2ccccc2)CC1=O (stereo not given)	-9%	?	-3%	-1%
8	O=C(Nc1ccc(SC(F)F)cc1)c1ccc2nccnc2c1	-13%	?	-5%	-10%
9	CCOc1ccc(C(CC(=O)O)n2cnnn2)cc1 (stereo not given)	-1%	5%	5%	-3%
10	CC(NC(=O)c1ccc2c(c1)sc1nc(-c3ccc(F)cc3)cn12)C12CC3CC(CC(C3)C1)C2 (stereo not given)	5%	nt	7%	nt
11	O=C(Nc1ncn[nH]1)c1ccc([N+](=O)[O-])cc1[N+](=O)[O-]	-3%	-12%	0%	3%
12	O=C(N1CCC(O)(c2cccnc2)CC1)C12CC3CC(CC(C3)C1)C2	4%	?	-1%	4%
13	Cc1ccc(/C=N/Nc2nc3ccccc3s2)o1	14µM*[quencher]	4%	?	8%
14	CCOc1ccc(C2Oc3nc(SC)nnc3-c3ccccc3N2C(C)=O)cc1OC (stereo not given)	10%	-4%	-4%	8%
15	CC(=O)c1ccc(NC(=S)NNC(=O)NC2CCCCC2)cc1	-5%	1µM*	-2%	-5%

nr	Tau ThT inhib	TRb-SRC2 inh	TR SRC2 fluor cs	L3MBTL1 block
1	-4%	7%	7%	-1%
2	-4%	-14%	-3%	nt
3	-1%	-2%	2%	nt
4	5%	0%	-3%	-7%
5	-6%	-7%	-7%	0%
6	-9%	7%	0%	nt
7	-8%	-13%	1%	nt
8	?	1%	-1%	-11%
9	-4%	-10%	-2%	nt
10	0%	-10%	1%	nt
11	1%	-5%	-4%	-8%
12	4%	1%	-1%	7%
13	?	3%	-9%	-11%
14	10%	-24%	2%	-4%
15	-9%	7%	0%	-7%

The list continues.
nr	SMILES	Tau fluor cs	ALDH1A1 inh	Tau fibril FP	GLA spleen mod
16	C#CC1CCCCC1NC(=O)Nc1cnccc1C(F)(F)F (stereo not given)	-1%	12%	5%	8%
17	CCOc1ccccc1/C=C(\NC(=O)c1ccccc1)C(=O)NCCC(=O)O	5%	3%	6%	1%
18	CCn1c(=O)cc(SCC(=O)NCc2ccc(F)cc2Cl)c2ccccc21	-13%	nt	3%	nt
19	COc1cccc(C2c3c(oc4ccc(F)cc4c3=O)C(=O)N2CCCN2CCOCC2)c1 (stereo not given)	-6%	-8%	1%	0%
20	CCc1ccc(-c2nc3c(c(SCc4ccccc4F)n2)Cc2c(CO)cnc(C)c2O3)cc1	-5%	nt	-2%	nt
21	O=C(CN1C(=O)c2ccccc2C1=O)NCCc1c[nH]c2ccccc12	-7%	6%	8%	-9%
22	CC(C)(C)Nc1c(-c2cccs2)nc2ccccn12	-14%	-12%	-6%	0%
23	CCOC(=O)CNC(=O)CSc1nnnn1-c1cc(C)ccc1C	-3%	7.1µM*	-1%	3%
24	Cc1sc2nc(C3CC3)nc(SCC(=O)N3CCCc4ccccc43)c2c1C	-12%	?	-10%	-5%
25	c1cnc(Oc2ccc(-c3nnco3)cc2)cn1	5%	4%	4%	14%
26	O=C(NCCc1ccccn1)c1ccc(COc2ccccc2)o1	0%	?	0%	4%
27	Cc1ccccc1-n1c(SCC(=O)N/N=C/c2ccccc2OCC(=O)O)nc2ccccc2c1=O	-4%	nt	-4%	?
28	Cc1ccc(-c2c(C)sc3ncn(CC(=O)N4CCOCC4)c(=O)c23)cc1C	-6%	nt	-5%	1%
29	O=C(O)CN1C(=O)SC(Nc2ccccc2)C1=O (stereo not given)	4%	-9%	7%	-18%
30	CCCCCn1c(CCNC(=O)c2cccs2)nc2ccccc21	-11%	2%	1%	10%

nr	Tau ThT inhib	TRb-SRC2 inh	TR SRC2 fluor cs	L3MBTL1 block
16	-3%	2%	-5%	2%
17	0%	-3%	-1%	-1%
18	-6%	4%	2%	nt
19	-5%	-4%	-2%	-1%
20	-2%	-2%	-3%	nt
21	-5%	-6%	0%	-5%
22	0%	1%	-3%	-17%
23	-6%	-10%	-5%	1%
24	-19%	-7%	0%	2%
25	3%	-16%	2%	0%
26	-16%	2%	1%	-2%
27	-2%	-2%	-4%	3%
28	nt	-4%	0%	nt
29	-6%	-9%	-3%	6%
30	-8%	-6%	0%	-2%

Next section.
nr	SMILES	Tau fluor cs	ALDH1A1 inh	Tau fibril FP	GLA spleen mod
31	CCCCNC(=O)CC(C(=O)N1CCc2ccccc21)n1ccnc1 (stereo not given)	-4%	1%	-9%	8%
32	CC1CCN(S(=O)(=O)c2ccc3ncn(CC(=O)N(C)C4CCCCC4)c(=O)c3c2)CC1	-23%	-1%	-12%	-9%
33	C=CCNC(=S)Nc1ccc2nsnc2c1	-10%	-6%	-14%	2%
34	CCCCN(C)C(=O)c1ccc2c(c1)N(CC)C(=O)c1ccccc1S2(=O)=O	-6%	9%	-11%	1%
35	CCC(=O)c1ccccc1OCCN1CCN(CC)CC1	5%	-13%	-2%	-4%
36	COc1ccc(OC)c(NC(=O)Nc2cccc(OCc3cc(=O)n4cc(C)ccc4n3)c2)c1	13µM*[quencher]	nt	?	nt
37	Cc1ccc(C)c2[nH]c(=O)c(CN(CCN3CCCC3)C(=O)Nc3cccc(Cl)c3)cc12	-17%	?	1%	0%
38	O=C(CN1C(=O)c2cccc3cccc1c23)N1CCN(Cc2ccc3c(c2)OCO3)CC1	6%	0%	0%	-2%
39	CCC(C)NC(=O)CCC(=O)Nc1ccc2nc(N3CCOCC3)cc(C)c2c1 (stereo not given)	-2%	?	-8%	?
40	COc1cc(OC)c(C(=O)Nc2ccc(S(=O)(=O)Nc3ncccn3)cc2)cc1OC	3%	0%	6%	-6%
41	CCc1nccn1Cc1cc(C=O)ccc1OC	0%	?	0%	-3%
42	O=C(COC(=O)C1CC1)Nc1ccc(Oc2ccccc2)cc1	-15%	-5%	4%	-3%
43	CC(C)c1csc(CN2CCC(N3CCC(C(=O)N4CCOCC4)CC3)CC2)n1	-7%	3%	-2%	-20%
44	COc1ccc(N/C(C)=C2/C(=O)C(=O)N(CCO)C2c2ccc(Br)cc2)cc1 (stereo not given)	-11%	?	-1%	2%
45	Cn1c2ccccc2c2cc(C(=O)O)ccc21	-5%	2%	-8%	1%

nr	Tau ThT inhib	TRb-SRC2 inh	TR SRC2 fluor cs	L3MBTL1 block
31	-1%	0%	-10%	nt
32	-6%	-5%	-5%	nt
33	-4%	-1%	0%	-4%
34	-14%	-12%	-2%	?
35	-4%	2%	-1%	12%
36	?	-2%	0%	nt
37	-17%	4%	-1%	-11%
38	11%	13%	0%	10%
39	-10%	-5%	-4%	-6%
40	-6%	-6%	-2%	nt
41	-1%	-3%	-4%	3%
42	?	-3%	-1%	-2%
43	-7%	4%	-2%	-4%
44	?	-4%	2%	-1%
45	-18%	-13%	-1%	nt

Remaining list, next part
nr	SMILES	Tau fluor cs	ALDH1A1 inh	Tau fibril FP	GLA spleen mod
46	O=C(O)c1ccc(CNCc2cccc(Cl)c2)cc1	0%	-4%	-1%	-1%
47	CCCn1cnc2cc(NC(=O)c3cc(OC)c(OC)c(OC)c3)ccc21	4%	nt	-10%	nt
48	CCN(Cc1ccccc1)Cc1cc(OC)cc(OC)c1	-1%	-4%	3%	11%
49	COc1cccc([C@@H]2Oc3ccc(OC)cc3C(=O)[C@H]2OC(=O)NC2CCCC2)c1	-10%	?	1%	2%
50	COc1cc(=O)n(C)c2c(O)cccc12	-12%	-3%	-5%	2%
51	Cc1ccc2c(N)c(C#N)sc2n1	1%	?	-11%	-1%
52	CCOc1ccccc1NC(=O)CN1CCC(NC(=O)c2ccccc2C)CC1	-3%	nt	2%	0%

nr	Tau ThT inhib	TRb-SRC2 inh	TR SRC2 fluor cs	L3MBTL1 block
46	-4%	0%	3%	nt
47	-6%	2%	-9%	nt
48	10%	-9%	1%	10%
49	-1%	-1%	0%	nt
50	?	-5%	1%	1%
51	-1%	-2%	-2%	nt
52	-5%	0%	-2%	nt

Random excerpt: 4 entries already listed.
nr	SMILES	Tau fluor cs	ALDH1A1 inh	Tau fibril FP	GLA spleen mod
5	COc1cccc(C2C(C(=O)c3cccs3)=C(O)C(=O)N2CCN(C)C)c1OC (stereo not given)	0%	?	0%	-12%
48	CCN(Cc1ccccc1)Cc1cc(OC)cc(OC)c1	-1%	-4%	3%	11%
35	CCC(=O)c1ccccc1OCCN1CCN(CC)CC1	5%	-13%	-2%	-4%
21	O=C(CN1C(=O)c2ccccc2C1=O)NCCc1c[nH]c2ccccc12	-7%	6%	8%	-9%

nr	Tau ThT inhib	TRb-SRC2 inh	TR SRC2 fluor cs	L3MBTL1 block
5	-6%	-7%	-7%	0%
48	10%	-9%	1%	10%
35	-4%	2%	-1%	12%
21	-5%	-6%	0%	-5%
